Screening results (PubChem)
3CLpro inhibitor – SARS-CoV 3CLpro protease inhibition | 290,000 compounds, 0.14% hits | inhibition, % at 6 µM | AID 1706 | recombinant SARS-CoV 3CLpro, quenched FRET peptide cleavage; in the data active means inhibition above about 12%
Anthrax LF prot – anthrax lethal factor protease inhibition. multiplex microsphere protease cleavage assay, LF. inhibition, % at 10 µM. 360,000 compounds, 0.12% hits; further: plate controls were buffer without enzyme for full effect and enzyme alone for no effect
CCHFV vOTU inh – CCHFV vOTU protease inhibition; Pep-AMC fluorescence; AID 651958; inhibition, % at 11.5 µM; 370,000 compounds, 0.55% hits; in the data active means inhibition above about 30%; further: 0% = vehicle wells with enzyme and 100% = no enzyme wells
BoNT-F LC inh – inhibitors of Botulinum neurotoxin F light chain protease | Multiplex microsphere protease cleavage assay, flow cytometry | inhibition, % at 10 µM | 360,000 compounds, 0.22% hits; in the data active means inhibition above about 35%, passing the limit was not always enough; inconclusive means no clear call, values can overlap the other calls; further: plate controls were buffer without enzyme for full effect and enzyme alone for no effect
Rv3671c inh – inhibits the M. tuberculosis serine protease Rv3671c; inhibition, % at 5.96 µM; 320,000 compounds, 0.048% hits; AID 2606; in the data active means inhibition above about 38%;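 further: extracellular domain of Rv3671c used as enzyme; 0% = enzyme with DMSO and 100% = no enzyme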
Target sequence (P9WHR9 whole entry, looked up, the tested form may be a part): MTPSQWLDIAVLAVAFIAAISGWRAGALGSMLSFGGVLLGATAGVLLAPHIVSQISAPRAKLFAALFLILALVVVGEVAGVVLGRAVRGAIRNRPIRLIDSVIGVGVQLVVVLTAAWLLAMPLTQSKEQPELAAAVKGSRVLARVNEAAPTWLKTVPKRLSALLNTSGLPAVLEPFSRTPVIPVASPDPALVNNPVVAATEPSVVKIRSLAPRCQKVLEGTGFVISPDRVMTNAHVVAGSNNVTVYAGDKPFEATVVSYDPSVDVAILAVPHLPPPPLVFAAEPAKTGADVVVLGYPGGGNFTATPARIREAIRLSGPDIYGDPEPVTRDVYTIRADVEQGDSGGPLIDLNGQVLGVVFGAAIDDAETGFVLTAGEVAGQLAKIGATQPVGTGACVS
BoNT A protease – blocks Botulinum neurotoxin A light chain protease | multiplex microsphere protease substrate cleavage, flow cytometry | inhibition, % at 10 µM | AID 588499 | 360,000 compounds, 0.17% hits; further: plate controls were buffer without enzyme for full effect and enzyme alone for no effect
MazEF act – increases E. coli MazEF RNase cleavage of RNA; 350,000 compounds, 0.32% hits; activation, % at 20 µM; AID 504720; FAM/BHQ RNA-DNA oligo cleavage fluorescence, 5 h; in the data active means activation above about 50%
Target sequence (P0AE70 whole entry, looked up): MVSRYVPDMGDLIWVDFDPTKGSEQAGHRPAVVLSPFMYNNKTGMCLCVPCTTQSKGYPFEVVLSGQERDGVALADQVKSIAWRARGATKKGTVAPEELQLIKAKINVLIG
PriA SSB inh – inhibitors of Klebsiella pneumoniae PriA binding to SSB C-terminal tail. AlphaScreen SSBct-PriA binding, biotinylated peptide. inhibition, % at 33 µM. 430,000 compounds, 0.6% hits; in the data active means inhibition mostly above about 37%, no sharp cut-off; inactive means mostly below about 20%;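 further: plate controls were negative control peptide for no effect and reference peptide for full effect; strong numbers were not always called active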
PrPC TRFRET – cell surface PrPC inhibition, primary TR-FRET screen; TR-FRET read-out; inhibition, % at 13.8 µM; 370,000 compounds, 0.43% hits; AID 720596; in the data active means inhibition above about 24%; further: 0% = median of the test wells and 100% = reference compound wells
DUSP3 inh – blocks human VHR1 dual specificity phosphatase | P51452 | recombinant VHR phosphatase, pNPP absorbance | inhibition, % at 13.3 µM | 290,000 compounds, 0.52% hits; in the data active means inhibition above about 50%; further: some compounds called inactive have numbers as strong as hits
Target sequence (P51452 whole entry, looked up): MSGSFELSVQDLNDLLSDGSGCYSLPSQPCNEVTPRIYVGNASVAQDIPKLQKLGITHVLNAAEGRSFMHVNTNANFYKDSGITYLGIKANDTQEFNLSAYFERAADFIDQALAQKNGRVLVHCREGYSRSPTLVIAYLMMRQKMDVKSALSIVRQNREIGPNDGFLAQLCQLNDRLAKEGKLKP
Numbers without * were called inactive; i = inactive; ? = inconclusive; nt = no result given; & = joins results of further samples. Unless noted, no stated cut-off is given here; in the data, active means inhibition above about 30%; inconclusive means no clear call, values can overlap the other calls; inactive means below that.

SMILES	3CLpro inhibitor	Anthrax LF prot	CCHFV vOTU inh	BoNT-F LC inh	Rv3671c inh	BoNT A protease	MazEF act	PriA SSB inh	PrPC TRFRET	DUSP3 inh
Cc1ccc(S(=O)(=O)N2CCOCC2)cc1C(=O)Nc1ccccc1F	-1	4	15	3	-1	-0.2	-1	3	8	8
COc1ccccc1NC(=O)N1CCC(c2nnc(SCC(N)=O)n2C)CC1	-7	-10	-4	0	6	-1.7	1	-1	1	0
COc1ccc(-n2cnnc2SCc2ncc(-c3ccccc3)o2)cc1	2	1	-1	-21	-4	-0.9	-1	0	0	4
CCOc1ccc(Cc2nnc(N)s2)cc1OCC	-5	-1	2	-31	-4	-0.4	5	-2	-2	-2
CCCS(=O)(=O)N1CCC(C(=O)NCCCN(CC)c2cccc(C)c2)CC1	-6	-2	5	-5	4	0.9	-2	-6	7	-7
Cn1c(C(=O)NCc2cccs2)cc2c(=O)n(C)c3ccccc3c21	-1	3	5	-2	-1	-0.1	15	-1	-5	21
COc1ccc(N(C(=O)Cn2nnc3ccccc32)C(C(=O)NCc2ccco2)c2ccc(C)o2)cc1 (centres undefined)	21*	-5	11	-15	8	-0.5	9	-6	1	7
CCc1noc(C)c1C(=O)Nc1nc(-c2ccc(NC(C)=O)cc2)cs1	nt	2	1	-4	0	1.9	7	1	-3	nt
Cc1ccnc(NC(=O)CCC(=O)N(Cc2ccco2)C(C(=O)NC(C)C)c2ccc(F)cc2)c1 (centres undefined)	2	-1	6	-20	4	0.6	-29	-1	-1	27
O=C(CCn1c(=O)oc2ccccc21)NCCCN1CCOCC1	2	4	-19	-7	-1	-2.7	7	-11	3	7
O=C(Cc1ccc([N+](=O)[O-])cc1)Nc1ccc2c(c1)CCC2	-5	-1	16	-1	-3	-1.9	2	-8	2	22
Cc1onc(-c2ccccc2)c1C(=O)Nc1ccc(Cl)c(S(=O)(=O)N2CCOCC2)c1	nt	-2	12	7	-8	1.1	2	1	-3	nt
COc1ccccc1N1CC(C(=O)Nc2ccc(S(=O)(=O)N3CCOCC3)cc2)CC1=O (centres undefined)	3	-2	5	22	-2	0.8	2	-10	-1	24
CC(=O)NC(c1ccccc1)c1nc(-c2csc3ccccc23)cs1 (centres undefined)	nt	2	7	-2	nt	0.2	nt	nt	8	nt
CCOc1ccc(C2/C(=C(\O)c3ccc4c(c3)OCCO4)C(=O)C(=O)N2Cc2cccnc2)cc1OCC (centres undefined)	10	-3	-5	-2	-9	-1.3	4	nt	5	10
CC(=O)c1ccc(N2CCN(S(=O)(=O)c3ccccc3)CC2)c(F)c1	2	1	-6	-6	-5	0.0	4	-7	2	24
O=S(=O)(c1ccc(Cl)cc1)N1CCN(c2nc(-c3cccs3)nc3ccccc23)CC1	7	0	-9	-1	nt	0.4	-8	-6	3	-2
CN(C)C=NC(=O)c1ccc(N2CCN(c3ncc(C(F)(F)F)cc3Cl)CC2)cc1	3	4	-4	-4	2	-0.9	-5	-5	-4	-7
Cc1ccc(NC(=O)c2nn(C34CC5CC(CC(C5)C3)C4)cc2[N+](=O)[O-])cc1	1	-7	2	6	-6	-0.9	6	17	7	15
O=C1Nc2ccc(Br)cc2C(c2ccccc2Cl)=NC1O (centres undefined)	0	-4	3	3	-2	-0.3	-1	-2	6	13
COc1cccc(CNC(=O)Cn2c(=O)n(CCC(=O)N3CCCCC3)c(=O)c3sccc32)c1	-1	-2	9	-4	15	-2.9	10	-5	-8	21
COc1ccc(-c2c(NC(=O)c3ccco3)oc3c(C)cccc3c2=O)cc1	7	-3	14	4	6	0.1	0	-4	6	10
Cc1c(Cl)ccc2c(C(=O)NCCN3CCCCC3)cc(-c3ccccn3)nc12	-1	-3	11	-6	-2	3.3	9	-3	6	-10
CCOc1ccccc1NC(=O)COC(=O)CN1C(=O)NC(C)(C)C1=O	nt	1	9	6	-6	4.5	-6	-4	9	nt

Record cards, as listed above. Screens in order: 3CLpro inhibitor, Anthrax LF prot, CCHFV vOTU inh, BoNT-F LC inh, Rv3671c inh, BoNT A protease, MazEF act, PriA SSB inh, PrPC TRFRET, DUSP3 inh
Profile of CC(=O)c1ccc(N2CCN(S(=O)(=O)c3ccccc3)CC2)c(F)c1 → 2, 1, -6, -6, -5, 0.0, 4, -7, 2, 24
Profile of CCOc1ccc(C2/C(=C(\O)c3ccc4c(c3)OCCO4)C(=O)C(=O)N2Cc2cccnc2)cc1OCC (centres undefined) → 10, -3, -5, -2, -9, -1.3, 4, nt, 5, 10
Profile of CCOc1ccccc1NC(=O)COC(=O)CN1C(=O)NC(C)(C)C1=O → nt, 1, 9, 6, -6, 4.5, -6, -4, 9, nt
Profile of O=C1Nc2ccc(Br)cc2C(c2ccccc2Cl)=NC1O (centres undefined) → 0, -4, 3, 3, -2, -0.3, -1, -2, 6, 13

(next part)
SMILES	3CLpro inhibitor	Anthrax LF prot	CCHFV vOTU inh	BoNT-F LC inh	Rv3671c inh	BoNT A protease	MazEF act	PriA SSB inh	PrPC TRFRET	DUSP3 inh
COC(=O)c1ccc2nc(-c3ccc(C#N)cc3)c(Cc3ccsc3)n2c1	nt	4	-14	0	nt	2.1	nt	nt	-7	nt
Cc1ncsc1C(=O)O	5	-3	-3	-2	8	-0.1	21	-7	0	20
COc1ccc(OC)c(NC(=O)COC(=O)CCS(=O)(=O)c2ccc(Cl)cc2)c1	nt	-2	-8	0	5	-1.1	5	7	3	nt
O=C(O)CSc1ccccc1C(=O)O	-3	-2	0	5	2	0.3	2	-4	-7	35
C=CCNC(=O)CNS(=O)(=O)c1ccc(F)cc1	-3	0	21	-24	3	-1.4	1	-7	0	8
COc1cc(NC(=O)CN2C(=O)C(c3ccccc3)=NC23CCCCCC3)cc(OC)c1	5	-1	7	-2	-28	0.5	-2	-2	14	3
COc1ccc(CCN2CC(C(=O)N(C)CC(=O)Nc3ccc(Cl)c(C(F)(F)F)c3)CC2=O)cc1OC (centres undefined)	nt	1	8	-3	nt	-3.5	7	6	5	nt
O=C1NC(=O)C(=CCc2ccccc2)C(=O)N1	nt	-1	-8	-2	nt	0.2	-1	-15	1	nt
CCc1ccc(CN2CCC(C(=O)Nc3ccc(-n4nc(C)cc4C)cc3)CC2)o1	2	-6	16	-5	-11	-2.8	10	-8	-9	18
CC(C)c1ccc(C2=C(O)c3ccccc3C(=O)C2=O)cc1	1	0	-9	-1	7	0.2	5	2	-4	-7
Clc1ccc2c(c1)c1ccccc1n2CN1CCOCC1	-2	0	16	-4	-7	0.3	-23	-18	-3	15
COc1cc(CCC(=O)Oc2ccc(C(C)=O)cc2)cc(OC)c1OC	1	-1	-9	-14	-1	-1.1	-1	-14	3	0
COc1ccc(S(=O)(=O)N2CCN(c3ncccn3)CC2)cc1[N+](=O)[O-]	3	5	7	0	6	0.1	-25	-19	-6	-3
COc1cc2ccccc2cc1C(=O)Nc1cc(C)ccn1	-2	3	8	7	-7	3.4	-1	1	-15	10
Fc1ccccc1N1CCN(CC2CCCCC2)CC1	-1	1	-5	11	2	-1.1	-7	-7	-1	10
CCc1cc2ccc(C)cc2nc1SCC(=O)Nc1cc(OC)c(OC)cc1C(=O)O	2	-1	-15	-10	-1	-0.2	10	4	21	1
CN(CCN1CCOCC1)Cc1nc(-c2ccccc2)no1	2	-12	-11	-4	1	-0.9	6	-12	6	9
Cc1cc(=O)c(C(=O)OC(C)C(=O)NC(N)=O)nn1-c1ccc(Cl)cc1 (centres undefined)	-3	2	11	17	-13	-1.5	9	2	2	12
CCOC(=O)c1ccoc1CN1CCN(S(=O)(=O)c2ccc(C)c(C)c2)CC1	nt	-1	13	-3	-1	0.4	-4	6	8	nt
Cc1ccc(-c2cn3cccnc3n2)cc1NC(=O)c1cccs1	3	0	-252	0	6	-0.8	10	-1	-5	3
CCOC(=O)N1CCC(N(CCN(C)C)C(=S)Nc2ccccc2Cl)CC1	4	5	4	5	-11	0.6	5	7	5	21
Cc1nnc(SCC(=O)N2CCN(S(=O)(=O)c3ccccc3)CC2)s1	-1	-3	3	3	10	0.3	-2	-6	3	7
CCOC(=O)N1CCN(C(=O)/C(=C\c2cccs2)NC(=O)c2cccs2)CC1	1	1	19	0	-5	-0.3	-1	-3	1	3
CCN(Cc1ccccc1)C(=O)c1oc2ccc(C)cc2c1C	7	16	28	4	4	-2.6	-6	-16	8	-5
Cc1cccc(Cn2c(N3CCN(C)CC3)nc3c2c(=O)n(C)c(=O)n3C)c1	-4	-3	-6	?	0	-0.8	5	-25	-6	18
COCc1cc(C)nc(SCC[N+](C)(C)CC(=O)Nc2ccccc2)c1C#N	4	-5	-12	-4	10	0.3	7	-5	-5	6
CC1CCN(c2nc3nonc3nc2N2CCC(C)CC2)CC1	0	-2	-4	-2	-3	?	0	-1	7	-10
CC(C)(C)c1ccc(-c2n[nH]c(=S)n2-c2ccccc2)cc1	9	18	15	1	-2	1.9	-11	-3	-3	-3
O=C1NC[C@@H](Cc2cccc3ccccc23)N(CC2(c3ccccc3)CC2)C1=O	nt	2	11	6	-4	0.5	6	5	4	7
O=C(Nc1nnc(-c2ccc(F)cc2)o1)c1cccc([N+](=O)[O-])c1	-2	-2	9	-3	-10	-1.5	5	-1	1	14
Cc1cccc(C(=O)N/N=C/c2ccncc2)c1	0	-2	-6	-3	5	-1.5	1	nt	1	13
O=C(CSc1ncccn1)NC(=O)c1ccccc1	6	-7	8	-2	11	-0.3	1	-7	-3	-33
CCOC(=O)Cc1csc(NC(=O)COc2ccc(N(C)S(=O)(=O)c3ccc(C)cc3)cc2)n1	5	2	5	-3	-4	-0.4	6	3&-11&6	7	29
FC(F)(F)c1ccc(CN2CCCCCC2)cc1	4	0	-15	3	11	0.5	1	-3	-6	52*
CC(=O)C1=C(O)C(=O)N(c2ccc(Br)cc2)C1c1ccc([N+](=O)[O-])cc1 (centres undefined)	4	13	9	21	-5	-0.1	0	10	-3	-6
CCc1nnc(NC(=O)c2n[nH]c(=O)c3ccccc23)s1	1	3	-8	-3	9	-0.3	2	-1	3	-5
CCN(Cc1ccccc1)C(=O)c1ccc(CNS(=O)(=O)c2ccc(C)cc2)cc1	3	5	-1	4	-2	-0.3	-2	-10	-1	23
O=C(Nc1ccccn1)c1ccc2c(c1)OCCO2	0	-2	-13	31	4	3.9	-25	6	4	8
COC(=O)c1cc(S(=O)(=O)NC2CCN(Cc3ccccc3)CC2)cn1C	5	-6	9	2	-5	-0.5	-5	-14	5	-16
N#Cc1c(N)nc(SC2CCCCC2=O)c(C#N)c1-c1ccco1 (centres undefined)	-3	-1	5	-8	-25	1.2	5	-6	1	nt
Oc1ccc(Br)cc1-c1n[nH]c(=S)n1Cc1ccccc1	2	-10	-9	-30	8	-1.6	-16	-8	-5	-11
O=C(NNc1ncccc1-n1cccc1)c1ccc(Cl)cc1	6	6	0	?	1	-0.6	13	6	1	36
O=C1Nc2ccccc2C1=Nc1ccc(S(=O)(=O)Nc2nccs2)cc1	1	-12	15	-46	-5	-4.8	13	-6	-20	10
Nc1nccc(NCCSCc2ccccc2)n1	nt	4	6	-6	nt	0.5	-1	-4	11	nt
C/C(N=Nc1nc2ccccc2s1)=N\Nc1ccccc1O	-3	-4	12	-20	6	-1.0	8	nt	-4	5
O=C1CCCc2cc3c(ccc4ccccc43)cc21	nt	-4	10	-3	nt	0.8	3	-3	-4	nt
O=C(CC1C(=O)NCCN1Cc1ccoc1)NCc1cccc(OC(F)(F)F)c1 (centres undefined)	-1	-2	12	-3	5	-0.6	2	-5	-9	0
CCN(CC)c1ccc(/C=N/NC(=O)c2c(-c3ccccc3)noc2C)cc1	-3	0	-12	-17	-6	-0.1	8	nt	-1	19
COc1ccccc1-c1nnc(SCc2nc3ccccc3s2)n1C	1	4	9	4	-13	5.8	0	7	7	30
CCOC(=O)c1c(C)[nH]c(C(=O)COC(=O)C2CC(=O)N(Cc3ccccc3)C2)c1C (centres undefined)	2	2	-4	3	-1	0.6	-5	-15	0	2
CCOc1ccc(Cn2cc(F)c(=O)[nH]c2=O)cc1	-1	-9	-8	6	3	-5.8	-1	-11	7	-10
Cc1ccc(/C(N)=N/OC(=O)CN(C)S(=O)(=O)c2ccc(C)cc2)cc1	1	3	24	-4	1	-1.1	-1	i	-1	18

Not all compounds are listed. The share of hits here may be higher or lower than overall.
